APP 5'UTR act – activates APP 5'UTR luciferase reporter; SH-SY5Y APP 5'UTR luciferase reporter, luminescence; zero percent = DMSO vehicle wells; activation, % at 2 µM; 190,000 compounds, 1% hits; AID 1276;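 active means activation above a set limit, based on mean plus 3 SD of controls, cut at about 140% in these data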; further: values of inactives mirror those of a sister screen read the other way
Diaph act CS – counter-screen for diaphorase-based assays: diaphorase activators and chemical reducers | Diaphorase/resazurin coupled assay, resorufin fluorescence, 16 min; active compounds read high; 1 = vehicle wells, 0 = NADH-free wells | 190,000 compounds, 0.005% hits | activation factor at 20 µM | AID 1229;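 active means diaphorase activity raised at least twofold by the compound at 20 µM; inactive means activation factor below 2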
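Material: purified diaphorase enzyme from Clostridium kluyveri; Also added: 0.114 mM NADH and 0.1 mM resazurin, final amounts; Doses: single compound dose of 20 µM, 1% DMSO final; Times: 16 min enzyme reaction, ambient temperature; Detection: resorufin fluorescence, excitation 544 nm, emission 590 nm; Measure: increased resorufin signal from activators or reducing compounds.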
FLuc inh counter – inhibits firefly luciferase, flagging false hits in luciferase inhibition screens; P08659; ATPLite firefly luciferase biochemical luminescence, 10 min; inhibition, % at 10 µM; 200,000 compounds, 1.5% hits; AID 1006;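 active means inhibition above about 50% when tested at 10 µM, limit read from the data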
Target sequence (P08659 whole entry, looked up): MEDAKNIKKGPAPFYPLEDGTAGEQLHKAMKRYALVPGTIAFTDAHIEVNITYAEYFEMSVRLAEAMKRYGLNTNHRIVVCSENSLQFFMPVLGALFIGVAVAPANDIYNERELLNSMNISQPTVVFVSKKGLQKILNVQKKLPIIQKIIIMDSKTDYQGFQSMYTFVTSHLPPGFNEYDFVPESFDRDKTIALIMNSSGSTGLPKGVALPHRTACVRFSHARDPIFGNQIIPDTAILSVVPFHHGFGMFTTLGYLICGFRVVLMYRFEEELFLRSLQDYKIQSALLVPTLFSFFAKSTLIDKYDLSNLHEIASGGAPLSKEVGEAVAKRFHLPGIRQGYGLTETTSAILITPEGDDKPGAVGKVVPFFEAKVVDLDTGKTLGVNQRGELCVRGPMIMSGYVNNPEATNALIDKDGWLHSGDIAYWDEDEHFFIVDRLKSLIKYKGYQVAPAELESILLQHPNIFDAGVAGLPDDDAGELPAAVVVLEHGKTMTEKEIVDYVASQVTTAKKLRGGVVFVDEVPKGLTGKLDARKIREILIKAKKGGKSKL
APP transl inh – APP translation inhibition; SH-SY5Y APP 5'UTR-luciferase reporter, luminescence; inhibition, % at 2 µM; 190,000 compounds, 0.82% hits;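 active means inhibition above a set limit, derived from the sample mean plus 3 SD, cut at about 45% in these data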; further: values of inactives mirror those of a sister screen read the other way
FLuc stim CS – firefly luciferase counter-screen for stimulation assays | ATPlite luciferase biochemical, luminescence, 10 min; 0 = ATP-free wells, 1 = DMSO control | 200,000 tested, under 10 active | activation factor at 10 µM;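 active means luciferase activation factor, scaled between plate controls, of at least 2 with compound at 10 µM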
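Material: luciferase plus luciferin reagent, cell-free. Medium: PBS buffer for ATP. Also added: ATP substrate, dispensed from a 10.24 µM working solution in PBS. Doses: test compounds dosed from 2 mM stocks in 100% DMSO. Incubation: 10 min post-reagent at room temperature. Technique: light output (luminescence). Read-out basis: luminescence gain marking luciferase activators.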
NF-kB expr up – NF-kB expression increase, human neuronal cells. fold change at 12.5 µM. NF-kB reporter expression; active compounds read high. 190,000 compounds, 1.6% hits. AID 1239; in the data active means fold change above about 3.3
G6PDH CS – L. mesenteroides G6PDH inhibition counter-screen; 200,000 compounds, 0.12% hits; inhibition, % at 5 µM; Purified L. mesenteroides G6PDH, diaphorase/resazurin coupled fluorescence, 45 min; in the data active means inhibition above about 50%
STAT1 activator – activators of IFN-gamma induced STAT1 signaling | NIH 3T3 STAT1-luciferase reporter, luminescence; 100% = IFN-gamma alone, no compound | 200,000 compounds, 2.6% hits | activation (% of control), % at 5.5 µM | AID 932;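 active means activation above the screen-wide mean activation plus 3 SD, cut at about 130% in these data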;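 further: raw ratio to IFN-gamma control signal so 100% means no change and 0% no light; values of inactives mirror those of a sister screen read the other way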
Diaph inh CS – counter-screen for diaphorase-based assays: diaphorase inhibitors and chemical oxidizers; inhibition, % at 20 µM; diaphorase resazurin-to-resorufin fluorescence, NADH, 16 min; bacterial (C. kluyveri) enzyme, not human; 190,000 compounds, 0.69% hits; AID 1217;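 active means primary screen inhibition at 20 µM above a set limit, cut at about 50% in these data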;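 further: plate controls were DMSO with full reaction for no effect and wells lacking NADH for full effect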
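Detection: fluorescence of resorufin formed from resazurin, Ex 544/Em 590 nm; test system: Clostridium kluyveri diaphorase enzyme; amount: 0.14 U/mL diaphorase, enzyme working solution; times: 16-min room-temperature incubation before reading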
TLR4-MyD88 BLA – inhibitors of human TLR4-MyD88 binding; HeLa CL3-4 TLR4/MyD88 BLA complementation, FRET ratio; inhibition, % at 8.4 µM; 200,000 compounds, 0.18% hits; AID 861; in the data active means inhibition above about 25%;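 further: 0% = vehicle and 100% = reference inhibitor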
Starred values were filed as active, the others as inactive; . = no result given.

Fields – APP 5'UTR act, Diaph act CS, FLuc inh counter, APP transl inh, FLuc stim CS, NF-kB expr up, G6PDH CS, STAT1 activator, Diaph inh CS, TLR4-MyD88 BLA
CC(C)c1nnc(NC(=O)C2c3ccccc3Oc3ccccc32)s1
    1, 0.8, -9, -1, 1.1, 1.2, 2, 91, 20, 1
O=C(Nc1ccccc1)c1c(F)c(F)c(F)c(F)c1F
    -4, 0.9, -5, 4, 1.1, 1.3, 0, 99, 6, 0
C/C(=N\NC(=O)COc1cc(C)cc(C)c1)c1ccc(N2CCOCC2)cc1
    34, 0.9, 1, -34, 1, 0.83, -31, 102, 9, 0
Cc1ccc(S(=O)(=O)N2CCOCC2)c(C)c1-n1cnnn1
    102, 1, -6, -102, 1.1, 1.6, 2, 103, -2, -4
O=C(N/N=C1\CCSC1)c1cc(Cl)ccc1O
    12, 1, 3, -12, 1, 1.2, 2, 94, -5, -6
CC(C)CCOc1ccc(/C=C2\CCn3c2nc2cc(C(=O)O)ccc2c3=O)cc1
    19, 0.7, -6, -19, 1.1, 1.1, 6, 96, 29, -10
CCOC(=O)C1=C(CSc2nc3ccccc3s2)NC(=O)NC1c1cccc([N+](=O)[O-])c1 (stereo unspecified)
    3, 0.9, -1, -3, 1, 0.94, 13, 96, 12, -4
CC(=O)Nc1nc(C=C(Cl)Cl)cs1
    28, 0.8, -9, -28, 1.1, 1.2, -2, 98, 20, 8
CC(C)Nc1nc(Cl)nc(NNC(=O)C(C)Oc2ccccc2)n1 (stereo unspecified)
    12, 1.1, -6, -12, 1.1, 1.1, 6, 88, -9, -10
O=C(CCCC1=NS(=O)(=O)c2ccccc2N1)N1CCN(c2ccccc2)CC1
    -5, 0.9, -5, 5, 1.1, 0.77, 0, 104, 12, -3
O=C(NCC1CCCO1)c1ccccc1 (stereo unspecified)
    -15, 1, -4, 15, 1, 1.2, 18, 104, 2, -4
O=C(CNC(=S)N(Cc1ccccc1F)C1CCCCC1)NC1CC1
    14, 0.9, 1, -14, 1, 1.2, 9, 99, 10, -8
CC(C)(C)NC(=O)NC(=O)CN1CCN(c2ccccc2O)CC1
    14, 0.8, -8, -14, 1.1, 0.91, 9, 97, 18, -5
N#CCC(=N)N1CCN(c2cccc(Cl)c2)CC1
    2, 1, -5, -2, 1, 0.92, 1, 93, 2, 14
COc1ccc(C(=O)N2c3ccccc3C(=O)OC2c2ccc3c(c2)OCO3)cc1 (stereo unspecified)
    0, 0.8, 29, 0, 0.7, 1.6, 12, 105, 20, -12
CCn1c(SCC(=O)NNC(=O)c2ccc(OC)cc2)nnc1-c1ccco1
    13, ., 2, -13, 1, 0.93, 14, 99, ., 3
O=C(NN1CCOCC1)c1cc(-c2ccc(Cl)c(Cl)c2)nc2ccccc12
    -18, 1, -2, 18, 1, 1.1, 2, 104, 5, 5
CCC(CC)C(=O)c1c[nH]c(C(=O)NCCCN2CCOCC2)c1
    0, 1, -10, 0, 1.1, 1, 8, 103, 4, 1
O=C(O)CCc1nn2cnc3sc4c(c3c2nc1=O)CCCC4
    15, 0.9, -6, -15, 1.1, 1.1, 5, 100, 10, -12
CC(C)c1noc2ncc(C(=O)c3cc(Cl)cc(Cl)c3O)cc12
    -2, 0.9, -6, 2, 1.1, 0.82, 1, 89, 12, -1

A few values from the list.
O=C(NN1CCOCC1)c1cc(-c2ccc(Cl)c(Cl)c2)nc2ccccc12 in Diaph inh CS reads 5
O=C(O)CCc1nn2cnc3sc4c(c3c2nc1=O)CCCC4 in Diaph inh CS reads 10

(continued)
Fields – APP 5'UTR act, Diaph act CS, FLuc inh counter, APP transl inh, FLuc stim CS, NF-kB expr up, G6PDH CS, STAT1 activator, Diaph inh CS, TLR4-MyD88 BLA
CN1CCOCCOCCOCCN(C)C1=S
    7, 1, -7, -7, 1.1, 0.3, 2, 105, 3, 6
COC(=O)C(C(=O)OC)c1ccc(NC(=O)c2cccc(Cl)c2)cc1
    47, 0.9, -8, -47, 1.1, 1.2, 11, 110, 9, -10
O=C(Cc1ccccc1)Nc1ccc(NC(=O)C2CCCCC2)nc1
    -27, ., -3, 27, 1, 1, 5, 100, ., 6
COc1ccc(N(CC(=O)NC2CCCC2)S(=O)(=O)c2c(C)[nH]c(=O)[nH]c2=O)cc1
    -1, 1.1, -4, 1, 1, 1.1, 8, 93, -15, 0
c1cc2c(cc1OCCNC1CCCC1)CCC2
    8, 0.9, -3, -8, 1, 1.1, 12, 99, 7, 5
O=[N+]([O-])c1ccc2n[nH]nc2c1
    0, 1, -4, 0, 1, 1.1, 0, 99, 0, -9
O=C(CSc1cccc[n+]1[O-])c1cc(Cl)ccc1Cl
    -27, 0.9, -4, 27, 1, 7*, 11, 108, 14, -5
OCCn1c(-c2ccc(F)cc2)csc1=Nc1ccccc1
    16, 0.9, 0, -16, 1, 1.5, -4, 108, 7, -13
CCN(CC)S(=O)(=O)c1cc(NS(=O)(=O)c2cc(Cl)ccc2Cl)ccc1C
    4, 0.7, -7, -4, 1.1, 1.3, 8, 102, 26, 9
CC(=O)Oc1cccc(C(=O)Nc2c[nH]c(=O)[nH]c2=O)c1
    -19, 1, 0, 19, 1, 1.1, 8, 110, -5, 5
O=C(Nc1nsc(-c2ccccc2)n1)c1ccc(F)cc1
    90, 1, 36, -90, 0.6, 1.6, 0, 129*, 4, 4
COC(=O)C1=C(O)/C(=C\c2sccc2C)N=C1C
    18, 1, 12, -18, 0.9, 1.5, 10, 98, 4, 4
Cc1[nH]n(-c2ccccc2)c(=O)c1N=Nc1ccccc1C(=O)N1CCOCC1
    -5, 0.7, -4, 5, 1, 0.63, 0, 99, 26, -12
Cc1cc(OCC(=O)NC(C)c2ccccc2)ccc1[N+](=O)[O-] (stereo unspecified)
    5, 0.8, -4, -5, 1, 1.4, 13, 101, 22, -15
COc1ccc(CNC(N)=O)cc1
    1, ., ., -1, ., 1.2, ., 102, ., -3
O=C(NCCCn1ccnc1)Nc1cccc2ccccc12
    0, 0.9, -6, 0, 1.1, 0.92, -2, 103, 9, -1
COc1ccc(-c2cc(C(=O)OC3CCOC3=O)c3ccccc3n2)cc1OC (stereo unspecified)
    -4, 0.6, -1, 4, 1, 0.97, -2, 99, 35, 4
CCC(=O)N1CCN(c2ccccc2NC(=S)NC(=O)c2cccc([N+](=O)[O-])c2)CC1
    0, 0.6, -6, 0, 1.1, 0.71, 1, 97, 38, -2
CCNS(=O)(=O)c1ccc(NC(=O)Cn2nc(C(F)(F)F)cc2C)cc1
    4, 1, -6, -4, 1.1, 1, 10, 97, 2, 2
O=C(O)c1ccc(-c2ccccn2)s1
    -10, 0.9, -1, 10, 1, 1.4, 1, 118, 8, 0
COc1cccc(NC(=O)Cc2nnc(SCC(=O)c3ccccc3)n2C)c1
    42, 0.9, -1, -42, 1, 1.2, 2, 97, 6, 1
CC(=O)Nc1cccc(C(=O)OCC(=O)NC(C)c2ccc(F)cc2)c1 (stereo unspecified)
    3, 0.8, -8, -3, 1.1, 1.1, 7, 96, 16, 8
CCOc1ccc(Cl)cc1S(=O)(=O)NCc1cccnc1
    36, 0.9, -7, -36, 1.1, 2, 1, 92, 5, -13
CCOC(=O)c1ccc(NC(=O)c2nn(C)cc2Br)cc1
    31, 0.9, 31, -31, 0.7, 1.9, 0, 115, 11, -8
COc1ccc(/C=C2\SC(=S)N(CC(=O)OCC(=O)Nc3ccc(C)cc3Cl)C2=O)cc1
    0, 0.7, 11, 0, 0.9, 1, 2, 103, 29, 0
Cc1ccc(CN(Cc2cc3cccc(C)c3[nH]c2=O)C(=S)NCCCN(C)C)cc1
    -1, 0.9, -6, 1, 1.1, 0.88, 8, 103, 9, 5
COc1cccc(OCc2nnc(SCC(=O)NCc3ccco3)n2CCc2ccccc2)c1
    -4, 0.8, -3, 4, 1, 0.76, 3, 97, 19, 6
COc1ccc(Cc2nnc(NC(=O)CSc3ccc(Cl)cc3)s2)cc1OC
    13, 0.9, -4, -13, 1, 1.2, -20, 105, 12, -6
CC/C(=N\n1nnnc1Nc1ccccc1)c1ccccc1
    8, 0.9, -8, -8, 1.1, 1.8, 10, 89, 12, -1
CCC(=O)Nc1cc(C(=O)OC(C(=O)c2ccc(C)c(C)c2)c2ccccc2)ccc1C (stereo unspecified)
    -3, 0.8, -3, 3, 1, 0.7, -1, 99, 22, -5
C=CCN1C(=O)NC2(O)C(=O)c3ccccc3C12O (stereo unspecified)
    -3, 1, -4, 3, 1, 0.92, -8, 99, 0, -12
CCCOc1ccc2c3c(c(=O)oc2c1OCCC)CCCC3
    15, 0.9, 0, -15, 1, 1.3, 5, 106, 11, 10
Cc1ccnc(NS(=O)(=O)c2ccc(NC(=O)CCS(=O)(=O)c3ccccc3)cc2)n1
    32, 1.1, 3, -32, 1, 0.94, 13, 105, -5, 6
CCOc1cc(-n2ncc(C#N)c2N)nc(SC)n1
    -8, 0.9, -6, 8, 1.1, 1.3, 5, 109, 8, 1
CC(=C/c1ccco1)/C=N/NC(=O)Cc1cccn1C
    16, 0.8, 0, -16, 1, 1.5, 16, 98, 24, 19
CCOC(=O)c1ccc(N2C(=O)C(O)=C(C(C)=O)C2c2ccccn2)cc1 (stereo unspecified)
    7, 0.9, -9, -7, 1.1, 1.4, -6, 106, 10, -6
COc1ccc(N(C(=O)/C=C/c2ccc(OC)c(OC)c2)C2=CC3CCC(C2)N3C)cc1 (stereo unspecified)
    10, 0.9, -7, -10, 1.1, 1.1, -10, 97, 6, -20

High-throughput results: PubChem, several laboratories
